# Screens (PubChem BioAssay)
# CSN deneddyl inh: inhibitors of CSN-mediated cullin deneddylation, primary screen, biochemical, fluorescence polarization, uHTS; COP9 signalosome complex subunit 5 (Homo sapiens), Q92905; 360,000 tested, 0.38% active; Purified CSN, SCF-Nedd8-OG deneddylation; inhibition, % at 12.5 µM;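 active means pattern-corrected inhibition above about 35%, with an unprinted fluorescence ratio check between 0.5 and 1.5, limit read from the data, passing the limit was not always enough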;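 further: 0% = enzyme with substrate and 100% = substrate without enzyme; some results filed as inactive read as strong as hits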
# Target sequence (Q92905 whole entry, looked up, one chain of several): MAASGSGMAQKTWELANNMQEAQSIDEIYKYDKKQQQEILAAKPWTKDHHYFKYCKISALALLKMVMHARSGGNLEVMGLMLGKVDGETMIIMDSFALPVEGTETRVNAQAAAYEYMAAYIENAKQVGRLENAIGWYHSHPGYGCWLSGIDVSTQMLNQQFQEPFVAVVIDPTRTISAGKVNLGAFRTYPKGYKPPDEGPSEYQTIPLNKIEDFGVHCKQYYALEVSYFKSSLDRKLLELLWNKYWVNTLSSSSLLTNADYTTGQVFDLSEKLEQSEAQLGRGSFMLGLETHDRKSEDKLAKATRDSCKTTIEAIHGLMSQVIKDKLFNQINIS
#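 Assay system: HEK293T-derived human Csn5 enzyme; quantity: 0.24 nM enzyme; medium: Tris/NaCl/DTT buffer, pH 7.5; also added: substrate SCFSkp2-Nedd8OG, 10 nM; doses: 12.5 µM compound; schedule: 90 min reaction at room temperature; signal: FP; read-out: % inhibition of substrate cleavage by Csn5; benchmarks: substrate-only high control, full reaction low control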
# E coli Lon inh: inhibitors of E. coli Lon protease, primary screen, biochemical, fluorescence polarization | 360,000 tested, 0.42% active | AID 602123, 2011 | P0A9M0 | purified E. coli Lon protease | inhibition, % at 7.94 µM; in the data active means inhibition above about 13%, passing the limit was not always enough;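 further: 0% = enzyme with probe and DMSO and 100% = no enzyme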
# Rpn11 inh: Rpn11 (PSMD14) deubiquitinase inhibitors, primary screen, biochemical, fluorescence polarization, uHTS | AID 588493, 2011 | 360,000 tested, 0.59% active | human 26S proteasome, Ub4-pepOG fluorescence polarization; 20S core pre-blocked with epoxomicin | calls only at 20 µM | 26S proteasome non-ATPase regulatory subunit 14 (Homo sapiens), O00487;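 active means inhibition at 20 µM, scaled to each plate's controls, above about 33%, limit read from the data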
# FAS TE block: FAS thioesterase domain inhibitors, primary screen, biochemical, fluorescence intensity, uHTS. Fatty acid synthase (Homo sapiens), P49327. inhibition, % at 15 µM. 360,000 tested, 0.67% active. recombinant FAS-TE, OMFH fluorogenic substrate, fluorescence endpoint;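 active means compounds whose normalised, plate-corrected inhibition of enzyme fluorescence in the single-dose primary screen is 50% or more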;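 further: 0% = DMSO with enzyme and 100% = substrate without enzyme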
# Rin1 Abl inh: inhibitors of Rin1-Abl protein binding, primary screen, biochemical, TR-FRET. Tyrosine-protein kinase ABL1 (Homo sapiens) + Ras and Rab interactor 1 (Homo sapiens), …. inhibition, % at 7.35 µM. 360,000 tested, 0.4% active. AID 588664, 2011; in the data active means inhibition above about 5%, passing the limit was not always enough
# bovine MsrA act: bovine MsrA enzyme activators, primary screen, biochemical, absorbance, HTS. 360,000 tested, 0.3% active. AID 602163, 2012. purified bovine MsrA, absorbance read-out. activation, % at 10.6 µM; in the data active means activation above about 7.5%;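 further: 0% = vehicle and 100% = reference activator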
# MT1-MMP act inh: blockers of MT1-MMP proenzyme processing, primary screen, HT1080 RFP-PRO-GFP cells, GFP/RFP fluorescence | AID 651647, 2012 | 360,000 tested, 0.061% active | GFP/RFP ratio fluorescence, overnight; percent of plate control window, DMSO zero | GFP/RFP ratio change, % at 20 µM | Matrix metalloproteinase-14 (Homo sapiens), P50281;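 active means GFP/RFP ratio change of at least 30% with cell ATP level not reduced by more than half and red fluorescence within 50% of control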; further: strong numbers were not always called active
#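 Assay system – RFP-PRO-GFP reporter HT1080 cells · Compound dosing – single dose of 20 µM compound, 1% DMSO final · Incubation – overnight compound exposure at 37 °C · Measure – GFP/RFP fluorescence ratio · Benchmarks – DMSO wells and RFP-L50D-GFP cells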
# MsrA inh: bovine MsrA enzyme inhibitors, primary screen, biochemical, absorbance, HTS; inhibition, % at 15.5 µM; 360,000 tested, 0.75% active; AID 651718, 2012; Methionine sulfoxide reductase A (Bos taurus); purified bovine MsrA, absorbance read-out; in the data active means inhibition above about 4.5%;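 further: 0% = vehicle wells with enzyme and 100% = reference inhibitor wells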
# MLLE-PAM2 inh: inhibitors of PABP1 MLLE–PAM2 peptide binding, primary screen, biochemical, fluorescence polarization, FITC-PAM2, GST-MLLE | inhibition, % at 20 µM | 360,000 tested, 0.36% active; in the data active means inhibition above about 35%, passing the limit was not always enough;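 further: plate controls were DMSO wells with GST-MLLE for no effect and wells lacking GST-MLLE protein for full effect; some results filed as inactive read as strong as hits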
# Target sequence (P11940 whole entry, looked up): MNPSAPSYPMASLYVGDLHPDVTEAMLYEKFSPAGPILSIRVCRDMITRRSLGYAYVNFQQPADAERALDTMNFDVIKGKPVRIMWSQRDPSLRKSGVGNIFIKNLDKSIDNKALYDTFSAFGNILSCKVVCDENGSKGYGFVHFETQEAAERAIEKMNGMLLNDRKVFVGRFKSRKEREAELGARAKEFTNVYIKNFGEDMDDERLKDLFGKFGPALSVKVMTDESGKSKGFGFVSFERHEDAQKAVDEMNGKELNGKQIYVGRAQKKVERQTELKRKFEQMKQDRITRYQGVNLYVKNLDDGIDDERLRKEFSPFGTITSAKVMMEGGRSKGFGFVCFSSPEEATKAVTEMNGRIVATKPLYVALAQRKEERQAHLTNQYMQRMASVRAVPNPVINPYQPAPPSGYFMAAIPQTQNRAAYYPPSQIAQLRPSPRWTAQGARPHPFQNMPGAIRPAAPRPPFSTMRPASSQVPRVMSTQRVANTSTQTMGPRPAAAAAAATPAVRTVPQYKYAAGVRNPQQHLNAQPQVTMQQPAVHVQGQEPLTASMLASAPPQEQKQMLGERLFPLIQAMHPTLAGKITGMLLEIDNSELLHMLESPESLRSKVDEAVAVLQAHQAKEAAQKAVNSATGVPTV
# An asterisk follows results filed as active; i = inactive; / = not tested or not shown; + = active, no number.
nr	Compound	CSN deneddyl inh	E coli Lon inh	Rpn11 inh	FAS TE block	Rin1 Abl inh	bovine MsrA act	MT1-MMP act inh	MsrA inh	MLLE-PAM2 inh
1	CC(C)NC(=O)N1CCC(c2nc3ccccc3s2)CC1	0.8	-3.3	i	-3.8	6.3	1.4	4.1	0.7	-0.5
2	CCCCn1nnnc1NCc1cccs1	-4.7	-0.4	i	-5.6	-2.2	2.3	1.0	1.0	-7.2
3	O=C(CBr)N1CCc2ccccc2C(c2ccccc2)C1 (stereo not given)	-0.3	6.2	i	-5.7	-2.7	-4.4	2.1	-0.7	-125.7
4	O=[N+]([O-])c1ccc(C(=S)N2CCC(Cc3ccccc3)CC2)cc1	-20.8	-2.0	i	19.9	-6.1	-1.1	-7.2	-0.2	22.4
5	CCOc1ccc(N2C(=O)CC(n3nc(C)cc3C)C2=O)cc1 (stereo not given)	-2.9	-1.1	i	-7.6	-1.0	0.6	1.6	-0.6	9.7
6	CCOC(=O)c1cc(=O)n(Cc2ccccc2C)c2ccccc12	-0.7	-1.2	i	15.8	-5.3	-1.4	-9.5	0.8	-4.8
7	CC1CCCCN1S(=O)(=O)c1ccc(S(=O)(=O)N2CCN(c3ccccc3)CC2)cc1 (stereo not given)	-0.2	-4.9	i	-6.9	-0.5	-1.6	1.8	0.4	1.2
8	COc1ccccc1NC(=O)c1ccc(NC(=O)c2nc3nccc(C)n3n2)cc1	1.1	2.4	i	-4.4	-1.1	-0.4	1.5	1.9	9.1
9	C/C(=N\NC(=O)CNC(=O)c1ccncc1)c1ccc(C)cc1	-11.1	-17.6	i	-4.8	1.7	-8.2	-2.9	1.5	-11.6
10	O=C(CCC(=O)NNC(=O)COc1ccc(Br)cc1Br)NCc1ccccc1	-10.8	6.4	i	-5.3	4.2	-10.2	-0.5	2.2	-41.9
11	CCN(CC)S(=O)(=O)c1ccc(N/N=C(\C)c2ccc(OC)cc2O)nc1	-0.1	-7.8	i	19.2	-5.5	-5.0	-6.2	1.3	15.6
12	COc1ccccc1C1=NNC(=NCc2ccccc2)SC1	-7.1	-3.5	i	-2.7	2.9	-7.5	-1.6	0.5	-26.3
13	CCn1c(C)[n+](CCOCC[n+]2c(C)n(CC)c3cc(Cl)c(Cl)cc32)c2cc(Cl)c(Cl)cc21	-1.3	-5.8	i	-8.7	0.9	-2.4	-0.6	0.4	-122.9
14	CNS(=O)(=O)c1cnccc1N1CCN(C)CC1	-0.6	4.8	i	-10.1	-1.4	-0.9	5.6	0.2	-9.3
15	Cc1onc(C(=O)NN)c1C(=O)N1CCN(C(c2ccccc2)c2ccccc2)CC1	-11.7	2.0	i	-0.3	0.4	-2.5	-23.1	-0.1	-5.7
16	COc1ccc(-c2cc(=O)oc3cc(OC(=O)C4CCCCC4)c(Cl)cc23)cc1	2.0	6.3	i	42.0	1.8	-1.9	-9.9	4.0	-1.8
17	O=C(NNC1=C(C(=O)C(F)(F)F)CCC1)c1cccnc1	5.8	-0.5	i	-0.4	0.3	-6.8	6.4	-0.9	-2.2
18	CCOc1ccc(CC(=O)NCc2cn3c(C)csc3n2)cc1	-4.5	-9.6	i	-6.6	1.8	-1.8	4.5	2.7	0.4
19	C#CCOCCOCCOCCNc1nc(N2CCN(C(=O)Cn3cc(CCO)nn3)CC2)nc(N2CCN(C(=O)[C@H]([C@@H](C)O)n3cc(CCCCN)nn3)CC2)n1	-4.8	5.9	i	-6.5	-0.6	1.3	3.4	0.1	10.5
20	Cc1ccc(/C(O)=C2/C(=O)C(=O)N(c3ccccn3)C2c2ccc(F)cc2)cc1 (stereo not given)	2.6	4.7	i	0.4	3.2	-1.7	-4.8	1.0	-2.7
21	Cc1cc(C)c(C)c(S(=O)(=O)N2CCC(C(=O)NCCCN3CCCC3=O)CC2)c1C	-4.5	7.8	i	-7.0	-0.3	-8.9	1.8	0.5	11.0
22	Cc1nc2ccc(NC(=O)c3ccccc3)cc2s1	1.2	-2.2	i	15.7	4.1	-5.2	0.8	0.5	-0.1
23	Cc1ccc(/C=N/Nc2nc(N3CCCCC3)nc(N3CCCCC3)n2)o1	-6.7	-5.5	i	5.3	5.3	-2.0	3.6	2.8	7.0
24	Cc1ccc(-c2cc(N)n[nH]2)cc1	4.6	8.7	i	-9.2	-0.1	-13.1	-2.6	-0.8	-10.4
25	CCOc1cc(NC(=S)NCC2CCCO2)c(OCC)cc1NC(=O)c1ccc(F)cc1 (stereo not given)	0.6	-9.4	i	11.9	-2.9	-4.0	2.7	-0.2	17.4
26	Cc1ccn2cc(CCNS(=O)(=O)c3ccc4ccccc4c3)nc2c1	-4.8	0.3	i	-5.8	-0.6	-2.3	-0.2	0.3	-8.5
27	S=C(Nc1ccccc1Cl)N1CCOCC1	-0.7	5.8	i	-12.7	3.6	-5.2	-1.0	0.3	6.1
28	CCOc1ccc(C(=O)CCC(=O)N(CC)CC(=O)NCc2ccc(Cl)cc2)cc1	1.6	-6.9	i	8.8	-3.3	-3.4	-2.6	0.5	-3.6
29	O=C(Cc1ccccc1)c1ccc2c(c1)OCCO2	2.8	-2.4	i	1.5	1.8	-8.2	2.5	-1.0	7.3
30	CCOCCCNC(=O)/C(C#N)=C/c1cc(Br)c(O)c(Br)c1	6.4	3.4	i	-4.9	-2.1	-7.8	3.3	/	8.8
31	OCC1OC(n2cnc3c(SCc4ccccc4)nc(F)nc32)C(O)C1O (stereo not given)	3.0	-4.1	i	-4.1	-4.0	-1.8	2.8	-1.5	-2.6
32	O=[N+]([O-])c1cccc(OCc2cn3cccnc3n2)c1	-17.2	-9.6	i	0.1	3.2	-9.5	-0.7	2.4	4.9
33	COc1cccc(NC(=O)NNC(=O)CN2C(=O)COc3ccccc32)c1	1.6	14.1	i	-2.4	2.5	-11.9	0.5	1.7	1.2
34	NNC(=O)c1cccc(COc2ccc(Br)cc2)c1	-4.2	-2.0	i	-3.2	-2.2	-1.0	1.0	0.4	3.1
35	CC(C)(C)OC(=O)C[C@@H]1C/C=C\C[C@H](CC(=O)N(CCO)Cc2ccccc2)C(=O)NCCOC1=O	-0.1	0.2	i	-8.5	1.2	-1.8	1.3	0.6	8.5
36	Cc1noc(C)c1COc1ccccc1C(=O)NCCc1ccc(Cl)cc1	-3.4	-6.8	i	10.8	0.0	-4.3	3.3	-1.9	0.3
37	CC1=NN(c2ccc(C)cc2C)C(=O)C1C(c1cccc(O)c1)C1C(=O)N(c2ccc(C)cc2C)N=C1C (stereo not given)	-0.3	1.9	i	-10.0	2.6	-2.9	3.5	-0.6	17.9
38	COc1cc(/C=C2/SC(=S)N(Cc3ccccc3)C2=O)ccc1OS(C)(=O)=O	5.1	-7.0	i	16.8	0.2	-8.9	4.4	0.4	-9.2
39	COc1ccccc1/C=C1\N=C(C(C)(C)C)OC1=O	4.2	-1.0	i	-3.3	1.1	-7.2	1.2	0.0	2.2
40	Nc1cccc(C(=O)N/N=C/c2ccsc2)c1	-10.5	0.9	i	-5.2	1.6	-3.9	9.7	-0.3	10.1
41	CCCCn1c(N)c(N(CC)C(=O)CSCc2c(C)noc2C)c(=O)[nH]c1=O	2.0	4.1	i	-2.4	-3.3	-1.9	-1.9	0.7	-7.3
42	Cc1nn(-c2ccc(N3CCOCC3)nn2)c(C)c1CCC(=O)NCc1ccccc1	1.5	2.9	i	-7.6	2.0	-1.3	1.0	0.5	-3.9
43	CCOc1ccc(N2CC(C(=O)Nc3cc(C)on3)CC2=O)cc1 (stereo not given)	-22.6	3.9	i	-12.0	4.8	-7.9	3.9	-0.6	13.4
44	O=C(NCCCN1CCCC1=O)Nc1ccc(F)c(Cl)c1	0.5	3.3	i	-0.1	-3.2	-3.7	-0.4	0.3	-0.5
45	C[N+](C)(C)CCNC(=O)c1c(O)c2c([nH]c1=O)CCCC2	4.5	-7.5	i	-9.5	-2.0	-2.8	0.5	-0.6	-132.7
46	COC(=O)C(C)N1C(=O)S/C(=C\c2cc(C)n(-c3ccccn3)c2C)C1=O (stereo not given)	0.6	-0.8	+	7.9	-0.3	-3.6	-0.1	2.0	-84.2
47	Cc1c(C(=O)N2CCCCCC2)nnn1-c1nonc1N	5.1	1.2	i	-7.2	-0.8	1.9	1.7	-0.1	6.0
48	COc1ccc(CN(C(=O)c2ccco2)c2ccc(C)c(C)c2)cc1	5.0	1.0	i	9.9	0.2	-5.2	-8.4	0.1	16.9
49	O=C(Nc1ccccc1C(=O)NCCCN1CCOCC1)c1ccc(F)cc1	10.5	4.8	i	-3.7	-1.6	-3.3	-0.9	-0.8	13.9
50	COc1ccc(-c2nc(C)c(C(C)=O)n2O)cc1[N+](=O)[O-]	-4.2	-4.9	i	-4.6	3.8	-4.3	3.6	4.8*	-2.6

# Compounds from the list above with a tert-butyl group, in the order listed:
nr	Compound	CSN deneddyl inh	E coli Lon inh	Rpn11 inh	FAS TE block	Rin1 Abl inh	bovine MsrA act	MT1-MMP act inh	MsrA inh	MLLE-PAM2 inh
35	CC(C)(C)OC(=O)C[C@@H]1C/C=C\C[C@H](CC(=O)N(CCO)Cc2ccccc2)C(=O)NCCOC1=O	-0.1	0.2	i	-8.5	1.2	-1.8	1.3	0.6	8.5
39	COc1ccccc1/C=C1\N=C(C(C)(C)C)OC1=O	4.2	-1.0	i	-3.3	1.1	-7.2	1.2	0.0	2.2

# (more compounds)
nr	Compound	CSN deneddyl inh	E coli Lon inh	Rpn11 inh	FAS TE block	Rin1 Abl inh	bovine MsrA act	MT1-MMP act inh	MsrA inh	MLLE-PAM2 inh
51	CCCC(C)NC(=O)Cc1ccccc1 (stereo not given)	4.2	5.8	i	-5.0	-1.3	-5.8	1.1	0.3	0.4
52	COc1ccc(-c2nc(CN3CCC(C(=O)NC4CCN(Cc5ccccc5)CC4)CC3)c(C)o2)cc1OC	1.3	-9.5	i	-1.8	-0.4	-2.7	8.5	0.3	1.3
53	CCC(C)(C(=O)NC1CCCC1)N(Cc1ccco1)C(=O)c1ccccn1 (stereo not given)	-1.6	1.5	i	-0.7	-1.5	-2.1	-1.2	-0.7	9.1
54	COc1ccccc1N1CCN(C(=O)c2cc3c(s2)CCCCC3)CC1	-1.1	7.2	i	15.8	-0.9	-1.9	-2.1	-1.8	11.3
55	COC(=O)[C@]12CCCCC=C1N(Cc1cccc3ccccc13)C(=O)[C@H](CC(=O)N1CCCCC1)C2	-5.1	6.1	/	10.2	/	-0.5	-12.8	-0.2	/
56	COCCn1nnnc1C(c1ccccc1Cl)N1CCN(c2ccccc2OC)CC1 (stereo not given)	-6.6	-6.8	i	0.4	-3.0	-11.2	0.2	0.6	12.0
57	C[C@H]1CN=C(N(C)C)N1CCCC1CCCCC1	0.2	13.4	i	-11.0	-1.0	2.3	-0.3	0.9	-2.3
58	CCO[C@H]1OC(C(=O)N2CCN(Cc3ccc4c(c3)OCO4)CC2)=C[C@@H](c2csc3ccccc23)[C@@H]1CCCO	-0.2	-4.2	i	7.3	-0.5	-2.5	-2.4	-1.3	9.1
